# CSN deneddyl inh = inhibitors of human CSN-mediated cullin deneddylation. Q92905. Purified CSN, SCF-Nedd8-OG deneddylation, fluorescence polarization. inhibition, % at 12.5 µM. hit rate 0.38% among 360,000;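 active = pattern-corrected inhibition above about 35%, with an unprinted fluorescence ratio check between 0.5 and 1.5, limit read from the data, passing the limit was not always enough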;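 also: 0% = enzyme with substrate and 100% = substrate without enzyme; some results filed as inactive read as strong as hits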
#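 Schedule: reaction 90 min, room temperature / Assay system: HEK293T-derived human Csn5 enzyme / Input: Csn5 at 0.24 nM final / Measure: inhibition of Csn5 cleavage, % / Control set: substrate-only high control, full reaction low control / Technique: fluorescence polarization of the substrate / Buffer or medium: Tris/NaCl/DTT buffer, pH 7.5 / Reagent: SCFSkp2-Nedd8OG substrate at 10 nM final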
# Rpn11 block = inhibitors of human proteasome Rpn11; O00487; human 26S proteasome, Ub4-pepOG fluorescence polarization; 20S core pre-blocked with epoxomicin; calls only at 20 µM; hit rate 0.59% among 360,000;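 active = inhibition at 20 µM, scaled to each plate's controls, above about 33%, limit read from the data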
# Target sequence (O00487 whole entry, looked up): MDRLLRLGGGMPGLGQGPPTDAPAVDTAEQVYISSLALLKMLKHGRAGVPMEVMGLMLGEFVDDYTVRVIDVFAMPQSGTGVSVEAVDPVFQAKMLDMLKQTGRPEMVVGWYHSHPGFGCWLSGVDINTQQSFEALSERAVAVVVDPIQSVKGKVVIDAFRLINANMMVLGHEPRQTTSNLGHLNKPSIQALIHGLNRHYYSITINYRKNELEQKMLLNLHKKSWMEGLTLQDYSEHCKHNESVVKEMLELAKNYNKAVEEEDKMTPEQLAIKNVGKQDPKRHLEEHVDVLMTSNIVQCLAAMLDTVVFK
# Neddyl block = cullin neddylation inhibition; P61081+Q13564; TR-FRET cullin neddylation, biochemical; calls only at 25 µM; hit rate 0.58% among 360,000; AID 651699; in the data active = inhibition above about 36%
# Target sequence (P61081 whole entry, looked up): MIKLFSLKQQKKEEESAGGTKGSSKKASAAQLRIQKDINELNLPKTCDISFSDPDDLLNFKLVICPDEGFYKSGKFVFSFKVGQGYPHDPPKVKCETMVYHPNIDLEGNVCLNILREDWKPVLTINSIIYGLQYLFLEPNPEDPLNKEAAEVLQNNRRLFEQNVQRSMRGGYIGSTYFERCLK
# Target sequence (Q13564 whole entry, looked up): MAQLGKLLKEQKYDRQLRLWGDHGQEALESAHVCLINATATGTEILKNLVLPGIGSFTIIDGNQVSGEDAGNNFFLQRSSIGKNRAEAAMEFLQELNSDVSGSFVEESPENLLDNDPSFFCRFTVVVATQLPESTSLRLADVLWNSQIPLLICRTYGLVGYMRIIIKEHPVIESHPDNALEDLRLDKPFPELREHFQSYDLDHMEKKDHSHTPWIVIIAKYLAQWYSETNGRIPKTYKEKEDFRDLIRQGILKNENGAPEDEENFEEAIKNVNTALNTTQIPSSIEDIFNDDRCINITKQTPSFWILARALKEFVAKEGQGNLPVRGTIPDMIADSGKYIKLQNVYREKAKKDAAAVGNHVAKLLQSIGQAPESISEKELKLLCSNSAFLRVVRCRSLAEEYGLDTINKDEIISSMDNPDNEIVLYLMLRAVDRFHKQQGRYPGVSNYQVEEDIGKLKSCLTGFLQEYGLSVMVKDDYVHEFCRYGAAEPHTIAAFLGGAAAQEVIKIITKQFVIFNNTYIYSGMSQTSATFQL
# MLLE-PAM2 inh = blocks PAM2 peptide binding to the PABP1 MLLE domain. P11940. GST-MLLE / FITC-PAM2 fluorescence polarization. inhibition, % at 20 µM. hit rate 0.36% among 360,000; in the data active = inhibition above about 35%, passing the limit was not always enough;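 also: plate controls were DMSO wells with GST-MLLE for no effect and wells lacking GST-MLLE protein for full effect; some results filed as inactive read as strong as hits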
# FAS-TE inh = inhibitors of human fatty acid synthase thioesterase domain; hit rate 0.67% among 360,000; inhibition, % at 15 µM; P49327; AID 602261; recombinant FAS-TE, OMFH fluorogenic substrate, fluorescence endpoint;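 active = compounds whose normalised, plate-corrected inhibition of enzyme fluorescence in the single-dose primary screen is 50% or more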;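 also: 0% = DMSO with enzyme and 100% = substrate without enzyme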
# NadD inh = blocks S. aureus nicotinate mononucleotide adenylyltransferase | inhibition, % at 20 µM | hit rate 0.78% among 360,000 | purified NadD enzyme, colorimetric absorbance read-out; in the data active = inhibition above about 26%; also: some compounds past the cut are filed as inactive
# Rin1 Abl inh = inhibitors of human Rin1-Abl protein interaction | inhibition, % at 7.35 µM | hit rate 0.4% among 360,000 | TR-FRET Rin1/Abl binding, biochemical | P00519+Q13671; in the data active = inhibition above about 5%, passing the limit was not always enough
# SKN-1 inh = inhibitors of C. elegans SKN-1 | C. elegans VP596 Pgst-4::GFP/RFP ratio, acrylamide-induced, 24 h | inhibition, % at 21.8 µM | hit rate 0.49% among 360,000;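 active = interference check ratio from 0.5 to 1.5 plus GFP to RFP signal ratio inhibition reaching or exceeding a fixed threshold, cut at about 30% in these data, passing the limit was not always enough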; also: some compounds called inactive have numbers as strong as hits
# MT1-MMP act inh = inhibitors of human MT1-MMP activation; P50281; HT1080 RFP-PRO-GFP cells, GFP/RFP ratio fluorescence, overnight; percent of plate control window, DMSO zero; AID 651647; hit rate 0.061% among 360,000; GFP/RFP ratio change, % at 20 µM;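 active = GFP/RFP ratio change of at least 30% with cell ATP level not reduced by more than half and red fluorescence within 50% of control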; also: strong numbers were not always called active
#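 Assay system: RFP-PRO-GFP reporter HT1080 cells; read-out basis: GFP/RFP fluorescence ratio; benchmarks: DMSO wells and RFP-L50D-GFP cells; doses: 20 µM single dose, 1% DMSO; schedule: overnight cell settling, then overnight compound exposure, 37 °C, 5% CO2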
# * hit, by the source's call; i = inactive; · = not tested or not shown; + = active, no number.
SMILES,CSN deneddyl inh,Rpn11 block,Neddyl block,MLLE-PAM2 inh,FAS-TE inh,NadD inh,Rin1 Abl inh,SKN-1 inh,MT1-MMP act inh
Cc1cccc(CS(=O)(=O)c2ncc(Cl)c(C(=O)NCc3ccc4c(c3)OCO4)n2)c1,1,i,i,6,44,-16,4,4,2
O=C(O)c1cccc(S(=O)(=O)N2Cc3ccccc3C2)c1,-2,i,i,-10,-8,-2,-4,0,-2
O=C(c1cccc(-n2cnnn2)c1)N1CCOCC1,3,i,i,-2,-10,-2,0,5,4
O=C(NCCc1ccc(F)cc1)N1CCOCC1,3,i,i,1,-10,-3,-4,-2,5
O=C(O)CCc1nnc(SCC(=O)Nc2ccc(Br)cc2)[nH]c1=O,-2,i,i,0,-4,1,1,11,1
CCOc1ccc(OCc2ccc(C(=O)NN=Cc3ccc[nH]3)cc2)cc1,-6,i,i,-12,2,4,4,17,-13
COc1ccc(Nc2nnc(SCC(=O)/C=C3/N(C)c4ccccc4C3(C)C)s2)cc1,-2,i,i,-41,20,5,-2,37*,3
Cc1cc(N2CCN(C)CC2)nc2ccc(NC(=S)NCc3cccs3)cc12,3,i,i,-6,-5,-6,-2,-7,-3
CCC(=O)Nc1ccc2c(c1)nc1n2CCN(CCOC)C1,0,i,·,8,-8,-8,1,8,-2
COc1ccc2nc(N(CCN(C)C)C(=O)c3ccc4ccccc4c3)sc2c1,2,i,i,4,16,2,-7,5,-1
Cc1cc(C)nc(SCC(=O)c2cc3ccccc3oc2=O)n1,11,i,i,29,-7,3,2,12,0
COc1cccc2cc(-c3nc(-c4cccs4)cs3)c(=O)oc12,15,·,+,41,16,22,-2,14,-1

# Exported with two lines to a compound: 5 of the compounds above
# Fields – CSN deneddyl inh | Rpn11 block | Neddyl block | MLLE-PAM2 inh | FAS-TE inh | NadD inh | Rin1 Abl inh | SKN-1 inh | MT1-MMP act inh
Cc1cccc(CS(=O)(=O)c2ncc(Cl)c(C(=O)NCc3ccc4c(c3)OCO4)n2)c1
  1 | i | i | 6 | 44 | -16 | 4 | 4 | 2
O=C(O)c1cccc(S(=O)(=O)N2Cc3ccccc3C2)c1
  -2 | i | i | -10 | -8 | -2 | -4 | 0 | -2
O=C(c1cccc(-n2cnnn2)c1)N1CCOCC1
  3 | i | i | -2 | -10 | -2 | 0 | 5 | 4
O=C(NCCc1ccc(F)cc1)N1CCOCC1
  3 | i | i | 1 | -10 | -3 | -4 | -2 | 5
O=C(O)CCc1nnc(SCC(=O)Nc2ccc(Br)cc2)[nH]c1=O
  -2 | i | i | 0 | -4 | 1 | 1 | 11 | 1

# Later entries.
SMILES,CSN deneddyl inh,Rpn11 block,Neddyl block,MLLE-PAM2 inh,FAS-TE inh,NadD inh,Rin1 Abl inh,SKN-1 inh,MT1-MMP act inh
CC(=O)c1c(C)[nH]c(C(=O)Nc2cc(C)ccc2C)c1C,-2,i,i,6,-4,-1,0,9,0
CC(=O)N1CCN(C(=O)c2cc(C)oc2C)CC1,0,i,i,4,-4,-6,1,-2,-1
Nc1c(Cl)nc(-c2ccccc2)nc1Cl,2,i,i,-7,4,-4,-4,23,1
CCOC(=O)c1cc(S(=O)(=O)Nc2ccc(F)cc2F)cn1C,2,i,i,4,-9,0,1,-6,0
CC(OC(=O)C1=Cc2ccccc2OC1)C(=O)NCC1CCCO1 (configuration not stated),-3,i,i,3,10,18,2,0,3
C=CCn1c(CNC(=O)c2ccco2)nnc1SCC(=O)N1c2ccccc2Sc2ccccc21,2,i,i,-6,-2,12,0,4,-7
CCNc1nc(NC(C)C)nc(N(C#N)C(C)C(=O)N(CC)CC)n1 (configuration not stated),-2,i,i,-1,-5,-6,1,1,-1
CCOc1ccc(C2=CSC3=NCCN23)cc1[N+](=O)[O-],-2,i,i,-15,-150,-4,1,3,-1
CC1CCCN(c2ccc(C(=O)OCn3nnc4ccccc4c3=O)cc2[N+](=O)[O-])C1 (configuration not stated),-9,i,i,-8,35,-6,1,7,3
C[C@H](CO)N1C[C@H](C)[C@@H](CN(C)C(=O)Nc2ccccc2)Oc2c(NC(=O)C3CCCCC3)cccc2C1=O,-2,i,i,-7,9,2,0,10,0
Cn1ncnc1SCc1cn2cccnc2n1,-8,i,·,7,-1,6,2,0,1
COc1ccc2c(c1)c(C(=O)O)c(C)n2-c1ccc(Cl)cc1,3,i,i,11,-7,-7,-2,-15,-5
CCOC(=O)C1=C(C)N(c2ccc(C)c(C)c2)C(=O)/C1=C\c1ccco1,-2,i,i,9,10,7,2,11,1
CC(=O)c1cccc(-c2ccnc3c2CC(C(=O)Nc2ccccc2)O3)c1 (configuration not stated),4,i,i,5,8,0,-2,-6,4
c1ccc(-c2n[nH]c(-c3ccccn3)n2)cc1,1,i,i,2,-7,-1,-1,-2,3
COCCNC(=O)c1sc2nc(-c3ccccc3)cn2c1C,-4,i,i,14,-7,4,0,21,2
Cc1cccc(NC(=S)N/N=C(\c2ccccc2)C(C)C)c1,-10,i,i,26,21,-4,2,-1,-1
COc1cc(OC)cc(C(=O)N2CCN(C(=O)Cc3ccccc3)CC2)c1,0,i,i,-10,-1,0,2,-2,-3
N#CC1=C(N)S[C@H](C(=O)C23CC4CC(CC(C4)C2)C3)[C@H]1c1ccncc1,4,i,i,6,0,9,6,2,-5
CC(=O)N1CCN(c2ccccc2NC(=O)Cc2ccc(Cl)cc2)CC1,-4,i,i,7,1,1,-5,4,-2
COC(=O)CSCc1nc2ccccc2[nH]c1=O,7,i,i,-41,-5,1,5,4,-15
COc1ccc(CCN(C)C(=S)Nc2ccc(SC(F)F)cc2)cc1OC,2,i,i,-98,8,-2,2,5,4
COc1ccc(-n2c(C)nc(=O)c(-c3ccccc3)c2C)cc1,4,i,i,6,-5,6,0,-15,-9
COCCN(CC(=O)NCC1CCCO1)C(=O)CCC(=O)Nc1cc(C)ccn1 (configuration not stated),-2,i,i,-5,-10,-1,3,-17,4
Cc1cc(Cl)ccc1OCC(=O)Nc1nc(-c2cccnc2)cs1,0,i,i,-14,-2,-1,-4,-5,4
CCC(=O)NC(Nc1cc(C)ccn1)(C(F)(F)F)C(F)(F)F,0,i,i,4,-10,-3,-3,3,-8
COC(=O)c1ccccc1NC(=O)C1CCCN(S(=O)(=O)c2ccccc2)C1 (configuration not stated),4,i,i,6,22,-9,1,10,0
COc1ccc(NC(=O)CNc2ccc(C#N)cc2)cc1,2,i,i,-54,-3,-10,1,-4,1
CN(C)S(=O)(=O)c1cccc(NC(=O)COC(=O)c2cn(-c3ccccc3)nc2-c2ccccc2)c1,2,i,i,-27,27,15,0,10,4
CC(=O)Nc1cccc(NC(=O)CSc2nc(=O)n(Cc3ccncc3)c3c2CCC3)c1,1,i,i,7,-5,4,-3,13,-3
CC(C)NC(=O)NC(=O)COC(=O)c1ccc([N+](=O)[O-])cc1Cl,-9,i,i,-9,-1,-8,-1,1,0
COc1ccc(NC(=O)CN(c2ccc(C(C)C)cc2)S(=O)(=O)c2c(C)noc2C)cc1OC,-7,i,i,-7,8,2,-1,-11,-2
CCCCCCn1c(=O)n2n(c1=O)C[C@]1(OC(=O)NC3CCCC3)CN(S(=O)(=O)c3ccc(C)cc3)C[C@]1(O)C2,-1,i,i,4,20,-3,-3,-1,1
Cc1ccc(CNC(=O)CCCc2nc3ccccc3s2)cc1,-2,i,i,-6,-11,-5,-4,6,0
Cc1noc(/C=C/N(C)C)c1S(=O)(=O)N1CCCC(C(=O)Nc2ccc3c(c2)OCO3)C1 (configuration not stated),2,i,i,-6,10,2,0,0,-7
CC1(C)CC(CCC(=O)Nc2ccccc2Cl)C(=O)O1 (configuration not stated),-3,i,i,-12,-8,-11,3,21,-2
Clc1ccc2scc(CN3CCCC3)c2c1,0,i,i,-6,-5,1,-2,-3,-1
COc1ccccc1NC(=O)c1ccc(-n2cncn2)nc1,3,i,i,-20,-4,-4,0,-8,-1
CCc1ccc(NC(=O)c2cccc(C(=O)Nc3ccc(CC)cc3)n2)cc1,3,i,i,2,25,-2,0,-4,2
O=C(O)CSc1c(O)c2ccccc2[nH]c1=O,-4,i,i,16,-9,3,6,-7,1
Cn1c(=O)c2c(ncn2CC(=O)N2CCN(c3ccc(F)cc3)CC2)n(C)c1=O,0,i,i,-28,0,0,-2,16,3
O=C1CCN(Cc2ccc(Br)cc2)CCN1[C@H](CO)c1ccccc1,-7,i,i,-3,-4,2,1,5,7
CCOC(=O)c1c(NC(=O)COC(=O)c2cc(OC)c(OC)cc2[N+](=O)[O-])sc(C)c1CC,6,i,i,6,36,2,1,5,-5
COc1ccc(-c2[nH]n(-c3ccc([N+](=O)[O-])cc3)c(=O)c2C=NCc2ccccc2)cc1,10,i,i,-31,54*,2,3,0,-2
CSc1nnc(N(CCC#N)CCC#N)s1,0,i,i,-17,2,1,-8,21,-4
Cc1ccc(CNC(=O)C2CCC(=O)N(CCc3ccccc3)C2)s1 (configuration not stated),5,i,i,6,-1,3,-2,13,4
COc1cc(C(=O)OC2CCCCC2=O)cc(OC)c1C (configuration not stated),2,i,i,-21,2,3,3,16,0
COc1ccccc1NS(=O)(=O)c1ccc2nc(CCl)[nH]c2c1,1,i,i,-11,-6,2,1,11,0
CC1CCc2sc(NC(=S)NC(=O)c3ccccc3)c(C#N)c2C1 (configuration not stated),-3,i,i,-3,-3,16,2,15,-4
Cn1c(SCC(=O)c2ccccc2)nnc1-c1cnccn1,0,i,i,-17,-6,1,5,-9,-5
Clc1cccc(-c2nc(-c3ccc(-c4nn[nH]n4)cc3)no2)c1,11,i,i,4,-6,7,0,-5,-1
Cc1cc(C)cc(NC(=S)N2CCN(c3ccc(F)cc3)CC2)c1,-10,i,i,-84,-13,4,-2,4,4
COc1ccc2c(c1)[N+](C)(C)C(C)(C)C=C2C,5,i,i,-24,-4,17,-2,-11,-1
O=C(COc1ccccc1)Nc1nc2c(s1)CCCC2,-5,i,i,11,-3,0,1,14,2
CCc1nc2c(OCc3ccc(C(=O)N(C)C)cc3)cccn2c1N(C=O)Cc1ccccc1,3,i,i,9,2,7,3,24,-2
CCOC(=O)c1cnc2c(C)c(Cl)ccc2c1NCCCN1CCOCC1,6,i,i,-12,8,-8,-1,-3,-3
C[C@@H](CN1CCC[C@H]1CN1C(N)=NC[C@@H]1Cc1ccccc1)N1C[C@@H](Cc2ccccc2)N(CCc2ccc(Cl)c(Cl)c2)C1=N,4,i,i,-5,-121,4,5,4,5
COc1ccc(N2CCN(c3ncnc4c3nnn4Cc3ccccc3Cl)CC2)cc1,4,i,i,5,4,4,-1,5,3
CC1CC(C)CN(C(=O)Nc2ccc(Br)cc2)C1 (configuration not stated),-2,i,i,4,6,-3,0,19,1
CCCCN(C)Cc1c(O)ccc2c(=O)c(-c3ccccc3OC)coc12,2,i,·,1,-7,0,3,6,3
O=C(Cc1cc(=O)[nH]c(=O)[nH]1)N1CCN(C(=O)c2ccco2)CC1,-1,i,i,1,-5,-5,-2,8,-3
CC(=O)N1c2ccc(S(=O)(=O)N3CCCC3)cc2CC1C(=O)NCc1ccc(OC(C)C)cc1 (configuration not stated),0,i,i,-10,4,-1,5,16,-2
Cc1onc(-c2ccccc2)c1CNC(=O)Nc1ccc(C(F)(F)F)cc1,-2,i,i,-2,28,-11,2,-11,7

# Single entries from the list:
# Entry for `CCOC(=O)c1cnc2c(C)c(Cl)ccc2c1NCCCN1CCOCC1` under MLLE-PAM2 inh: -12
# Entry for `Cn1c(SCC(=O)c2ccccc2)nnc1-c1cnccn1` under Rin1 Abl inh: 5

# Compound activity deposited in PubChem by several laboratories.
